MEKK3 PB1 HTS: modulators of MEKK3-MEK5 PB1 binding, primary screen, biochemical, wildtype MEKK3, multiplex bead flow cytometry, Alexa488-MEK5. bead-based flow cytometry, Alexa488-MEK5 binding to MEKK3; actives lie on both sides; 0 = blocked by unlabeled MEK5, 100 = vehicle. binding response (% of control), % at 10 µM. 290,000 tested, 1.4% active;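 active = binding response more than 3 SD above or below the average of its plate-row segment, actives on both sides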;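 also: Alexa488 bead fluorescence after subtracting the streptavidin-only scavenger bead signal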
Target sequence (Q99759 whole entry, looked up): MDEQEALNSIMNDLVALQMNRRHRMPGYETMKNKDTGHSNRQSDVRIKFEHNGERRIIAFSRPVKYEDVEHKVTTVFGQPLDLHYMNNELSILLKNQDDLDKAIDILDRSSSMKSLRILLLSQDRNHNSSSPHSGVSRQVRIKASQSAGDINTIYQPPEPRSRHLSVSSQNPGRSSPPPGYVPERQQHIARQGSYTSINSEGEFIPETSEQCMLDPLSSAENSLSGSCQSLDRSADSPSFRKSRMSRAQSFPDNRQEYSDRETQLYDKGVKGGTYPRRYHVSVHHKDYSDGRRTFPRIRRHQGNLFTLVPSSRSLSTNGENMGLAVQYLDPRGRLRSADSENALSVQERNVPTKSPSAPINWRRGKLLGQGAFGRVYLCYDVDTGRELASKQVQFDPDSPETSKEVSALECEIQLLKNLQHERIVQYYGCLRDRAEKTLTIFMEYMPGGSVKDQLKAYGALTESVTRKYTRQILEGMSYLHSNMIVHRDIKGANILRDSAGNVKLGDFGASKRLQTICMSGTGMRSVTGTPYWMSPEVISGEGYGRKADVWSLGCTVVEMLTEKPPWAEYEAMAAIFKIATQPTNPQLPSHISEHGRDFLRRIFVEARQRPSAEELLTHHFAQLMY
SUMO HTRF inh: inhibitors of in vitro SUMOylation cascade, primary screen, biochemical, HTRF, uHTS; SUMO-conjugating enzyme UBC9 (Homo sapiens), P63279; HTRF SUMOylation assay, SAE1/SAE2 + UBC9; inhibition, % at 35 µM; 290,000 tested, 0.36% active; AID 2006, 2009; in the data active = inhibition above about 50%, passing the limit was not always enough; also: strong numbers were not always called active
HCV NS3 hel inh: inhibitors of HCV NS3 helicase, primary screen, biochemical, Cy5 molecular beacon fluorescence | Hepatitis C virus NS3 helicase | NS3 helicase DNA unwinding | inhibition, % at 10.9 µM | 290,000 tested, 0.56% active;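 active = inhibition above the mean of all tested compounds plus 3 SD, set per campaign, cut at about 35% in these data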;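 also: 0% = DMSO wells and 100% = thioflavine S control wells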
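Test system: hepatitis C virus NS3 helicase domain fragment enzyme. Also added: annealed dual-labelled DNA beacon duplex, ATP-started. Timing: 60 min unwinding reaction at 25 °C after ATP addition. Technique: Cy5 fluorescence. Measure: % inhibition of unwinding.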
VIM-2 inhibitor: VIM-2 metallo-beta-lactamase inhibitors, primary screen, biochemical, epi-absorbance readout, Pseudomonas aeruginosa enzyme. purified VIM-2, nitrocefin hydrolysis, epi-absorbance fluorescence. inhibition, % at 5.6 µM. 290,000 tested, 0.89% active;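 active = inhibition above the mean of all tested compounds plus 3 SD, cutoff set per screening run, cut at about 7.5% in these data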;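 also: red hydrolysis product quenches plate fluorescence so inhibitors raise well fluorescence; 0% = enzyme with DMSO and 100% = DMSO without enzyme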
FID counter: compounds displacing fluorescent DNA intercalator, primary screen, artefact control for HCV NS3 helicase inhibitor project, biochemical, FID fluorescence; 290,000 tested, 0.17% active; DNA fluorescent intercalator displacement; inhibition, % at 7.9 µM; in the data active = inhibition above about 37%;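 also: 0% = vehicle and 100% = reference compound; higher means more ethidium bromide displaced from hairpin DNA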
p-CIP stab down: p/CIP-EGFP fusion destabilizers, primary screen, fluorescence, F442A cells. 16 h. Q05BA5. 290,000 tested, 0.01% active. decrease of EGFP signal, % at 10 µM;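 active = EGFP signal decrease of at least 30% at 10 µM or well 3 SD below plate mean, unless failing retest; inactive = the rest, including hits failing retest or dose response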; also: some compounds called inactive have numbers as strong as hits; many of its hits are not listed in these tables
IMP-1 inhibitor: IMP-1 metallo-beta-lactamase inhibitors, primary screen, biochemical, epi-absorbance readout, Pseudomonas aeruginosa enzyme; metallo-beta-lactamase IMP-1 (Pseudomonas aeruginosa); 290,000 tested, 0.45% active; inhibition, % at 5.6 µM; purified IMP-1, nitrocefin hydrolysis, epi-absorbance fluorescence;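 active = inhibition above the mean plus 3 SD of all compounds in the same screening run, cut at about 4.5% in these data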;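 also: 0% = IMP-1 with DMSO and 100% = DMSO wells lacking enzyme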
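Assay system: purified IMP-1; Quantity: IMP-1 0.2 nM before substrate addition; Medium: HEPES buffer pH 7.1 with ZnSO4 and Brij 35; Incubation: 15 min enzyme–compound preincubation, then 25 min nitrocefin reaction, 25 °C; Signal: fluorescence quenching readout, ex 480/em 530 nm; Controls: DMSO with and without IMP-1; Repeats: singlicate testing.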
IDE cell activ: human IDE activators in live cells, primary screen, fluorescence polarization, HEK cells, FAbeta-B substrate; FAbeta-B cleavage; 0% vehicle, 100% cell-free pure enzyme wells; 340,000 tested, 0.073% active; activation, % at 5.96 µM;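 active = activation above the mean of all tested compounds plus 3 SD, set per screening campaign, cut at about 17% in these data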
PHOSPHO1 block: PubChem AID 1565; Phosphoethanolamine/phosphocholine phosphatase (Homo sapiens), Q8TCT1; inhibition, % at 13.3 µM; recombinant PHOSPHO1, absorbance phosphatase assay; 290,000 tested, 1.1% active; in the data active = inhibition above about 60%
Target sequence (Q8TCT1 whole entry, looked up): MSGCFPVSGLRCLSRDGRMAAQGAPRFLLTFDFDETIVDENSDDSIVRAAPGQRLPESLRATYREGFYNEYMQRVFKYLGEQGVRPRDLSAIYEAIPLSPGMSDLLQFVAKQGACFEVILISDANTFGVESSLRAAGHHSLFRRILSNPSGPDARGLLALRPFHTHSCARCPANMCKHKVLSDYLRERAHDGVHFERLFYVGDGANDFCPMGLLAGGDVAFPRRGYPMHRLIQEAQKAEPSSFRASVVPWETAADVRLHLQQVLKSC
Starred values were filed as active, the others as inactive; / = not tested or not shown; [ ] = another dose, or the depositor's remark.

Start of the data: the first 2 entries (preview)
SMILES	MEKK3 PB1 HTS	SUMO HTRF inh	HCV NS3 hel inh	VIM-2 inhibitor	FID counter	p-CIP stab down	IMP-1 inhibitor	IDE cell activ	PHOSPHO1 block
COc1ccc2oc3cc(C)[n+]([O-])c(-c4ccc(Br)cc4)c3c2c1	103	19	10	-2.1	-25	-1	-2.7	6	-1
Cc1cc2cc(C)c(NCCNC(=O)c3cccc(F)c3)nc2cc1C	97	-12	-24	-2.5	7	-5	-1.5	4	41

The listing, from the first entry:
SMILES	MEKK3 PB1 HTS	SUMO HTRF inh	HCV NS3 hel inh	VIM-2 inhibitor	FID counter	p-CIP stab down	IMP-1 inhibitor	IDE cell activ	PHOSPHO1 block
COc1ccc2oc3cc(C)[n+]([O-])c(-c4ccc(Br)cc4)c3c2c1	103	19	10	-2.1	-25	-1	-2.7	6	-1
Cc1cc2cc(C)c(NCCNC(=O)c3cccc(F)c3)nc2cc1C	97	-12	-24	-2.5	7	-5	-1.5	4	41
COc1ccc(/C(C)=N/Nc2nncc3ccccc23)cc1	104	-3	-11	-3.4	-19	11	-1.1	1	33
COc1ccc(N/C=C\C(=O)c2ccc3c(c2)OCO3)cc1	1.0*[inhibitor]	15	1	-4.2	-4	-13	-6.2	2	-43
O=S(=O)(Cc1ccccc1)N1CCN(c2ncccn2)CC1	105	1	6	-1.7	-10	-8	-3.7	-3	19
CCOC(=O)c1cc(-c2ccc3c(c2)OCO3)nc2onc(C)c12	97	19	0	-4.5	7	-9	-3.8	3	-7
CNc1ccccc1C(=O)OCC(=O)N1CCN(c2ccc(OC)cc2)CC1	99	8	-6	-2.3	-31	-4	-4.3	5	18
CCOC(=O)N1CCN(CC(O)COCc2cc(OC)c(OC)c(OC)c2)CC1 (stereo unspecified)	95	16	0	-0.6	-4	-15	-0.1	4	7
Cc1cc(C)n(-c2nc(NCCCN(C)C)c3c4c(sc3n2)CCCC4)n1	104	9	-54	-0.1	21	2	-4.2	/	24
Fc1cccc(Cl)c1/C=C/c1cnc2ccccc2n1	106	4	-13	-3.0	-6	-9	-3.1	-6	27
O=C(CNC(=S)N(Cc1ccccc1)Cc1cccnc1)NC1CC1	110	8	4	-4.7	-8	6	-2.6	-2	-21
CNC(=S)N(Cc1ccc2c(c1)OCO2)C1CC(=O)N(c2ccc(F)cc2)C1=O (stereo unspecified)	89	1	-3	-3.1	1	-8	-2.0	4	15

Single records (already shown). Screens in order: MEKK3 PB1 HTS | SUMO HTRF inh | HCV NS3 hel inh | VIM-2 inhibitor | FID counter | p-CIP stab down | IMP-1 inhibitor | IDE cell activ | PHOSPHO1 block
O=S(=O)(Cc1ccccc1)N1CCN(c2ncccn2)CC1 is entered as 105 | 1 | 6 | -1.7 | -10 | -8 | -3.7 | -3 | 19
CNC(=S)N(Cc1ccc2c(c1)OCO2)C1CC(=O)N(c2ccc(F)cc2)C1=O (stereo unspecified) is entered as 89 | 1 | -3 | -3.1 | 1 | -8 | -2.0 | 4 | 15
CNc1ccccc1C(=O)OCC(=O)N1CCN(c2ccc(OC)cc2)CC1 is entered as 99 | 8 | -6 | -2.3 | -31 | -4 | -4.3 | 5 | 18
CCOC(=O)c1cc(-c2ccc3c(c2)OCO3)nc2onc(C)c12 is entered as 97 | 19 | 0 | -4.5 | 7 | -9 | -3.8 | 3 | -7

(listing goes on)
SMILES	MEKK3 PB1 HTS	SUMO HTRF inh	HCV NS3 hel inh	VIM-2 inhibitor	FID counter	p-CIP stab down	IMP-1 inhibitor	IDE cell activ	PHOSPHO1 block
O=C(Nc1ccccc1C(=O)NC1CCCC1)NC1CCCC1	99	4	4	-1.2	-1	-6	-5.2	1	1
O=C(c1cc(-c2ccccc2)nc2ccccc12)N1CCOCC1	102	23	-2	-0.1	-6	-3	-0.7	2	17
CCCN1CCN(CCCNC(=O)Cn2nc(-c3ccc(Cl)cc3)ccc2=O)CC1	/	0	-2	-2.8	8	0	-2.7	3	10
O=S(=O)(c1ccc(Cl)cc1)N1CCN(c2ccc(N3CCOCC3)nn2)CC1	110	12	9	-3.2	-11	-15	-2.1	2	0
c1ccc(Cn2nnc(CNc3ccccc3)c2-c2c(CNc3ccccc3)nnn2Cc2ccccc2)cc1	96	9	/	/	/	-15	/	1	40
O=C(CSc1nc(O)cc(=O)[nH]1)C1CC1	112	26	0	-1.1	-2	-4	-4.0	4	-2
CCCCc1ccc(NC(=S)N2CCCC(C)C2)cc1 (stereo unspecified)	100	-3	-15	-3.0	-5	-7	-3.5	4	10
CN(C)c1ccc(/C=N/NC(=O)c2nnn(-c3nonc3N)c2COc2ccc(F)cc2)cc1	73	22	8	-1.8	-1	0	-1.4	-3	8
CN1CCc2c(sc3c2C(=O)NC(/C=C/c2ccco2)N3)C1 (stereo unspecified)	86	/	10	-2.5	0	/	-2.9	1	/
Cc1nn(-c2ccccc2)c(OC(=O)c2cccs2)c1S(=O)(=O)c1ccc([N+](=O)[O-])cc1	103	15	1	-0.6	-3	1	4.8*	1	-9
CN(c1ccc(Cl)cc1)c1cc(=O)n(C)c2ccccc12	99	14	14	-0.7	-14	-9	-1.9	3	10
O=C(Nc1ccc(N2CCN(C(=O)c3ccccc3)CC2)cc1)c1cc([N+](=O)[O-])ccc1N1CCOCC1	99	-1	8	-0.5	-55	-12	-3.4	5	56
CCCCNC(=O)c1ccccc1NC(=O)c1ccc2c(c1)OCO2	103	8	6	-1.8	-5	-21	-2.0	3	38
CCOC(=O)N1CCN(C(=O)/C=C/c2ccc3c(c2)OCO3)CC1	107	15	-1	-3.3	-12	-8	-3.8	-2	0
CC(=O)Nc1ccc(C(=O)OCCCOC(=O)c2ccc(NC(C)=O)cc2)cc1	101	1	12	0.3	-9	-1	-1.2	1	48
CC(C)(C)OC(=O)N/N=C/c1cn(-c2ccccc2)nc1-c1cccnc1	/	2	-9	-3.1	-25	9	-1.4	1	5
O=C(CSc1nc2ccccc2o1)NCc1ccc2c(c1)OCO2	99	-1	-4	1.0	-10	-14	2.7	-7	18
O=C1/C(=C/c2cccs2)CCc2ccccc21	95	21	-2	-3.0	2	-4	-2.7	3	9
C/C(=N/NC(=O)c1ccco1)c1cccnc1	98	13	13	-4.5	-1	1	-4.0	5	-7
CSc1nc2ccc(NC(=O)c3nn(C(C)C)c(=O)c4ccccc34)cc2s1	97	11	-4	-3.5	-4	-16	-2.0	1	-1
CCCCN(C)C(=O)CCC(=O)NNc1nc2ccccc2c2nc(C)nn12	96	-17	14	-2.6	-7	6	-6.1	5	-7
COCc1c(Br)c(C)[nH]c(=O)c1C#N	99	6	-16	-1.2	-2	10	-2.7	5	-6
Cc1ccn2cc(-c3cccc(NS(C)(=O)=O)c3)nc2c1	93	28	-10	-1.7	-2	-9	-1.7	4	22
O=C(CNC(=O)C1CCCCC1)Nc1ccccc1Cl	104	-13	0	-1.5	-1	12	-4.2	-1	4
O=C(CSc1nnc(Cc2cccs2)n1-c1ccccc1)NC1CCCCC1	106	-13	-8	-3.9	-32	-6	-0.3	5	-7
N/C(=N\OC(=O)c1ccc(Br)o1)c1cccnc1	103	12	2	0.6	-2	11	-4.0	9	-7
O=[N+]([O-])c1ccc2c(c1)nc(CO)n2Cc1ccccc1	102	-3	-3	1.5	-1	7	-2.5	-3	8
CCCNc1c(NS(=O)(=O)c2ccc3c(c2)CCCC3)c(=O)oc2ccccc12	99	26	2	-3.2	-20	-28	-3.3	6	17
CNC(=O)/C(C#N)=C/c1c(N2CCN(c3ccc(OC)cc3)CC2)nc2c(C)cccn2c1=O	111	9	14	2.1	-21	-10	-2.6	2	24
CCOC(=O)c1cnc(-n2nc(C)cc2C)nc1Oc1ccccc1F	90	0	2	0.1	-37	-13	-3.8	/	27
CCCOc1ccc(C(=O)NCCC(=O)NCCCC(=O)OCC)cc1	/	10	-1	-2.7	-13	-9	-1.8	0	-29
Cc1cc(C(=O)COC(=O)CCC(=O)c2ccc3c(c2)OCCO3)c(C)n1Cc1ccco1	106	10	-5	-1.2	-24	-2	-1.7	1	-21
Cc1ccc2oc(=O)c3cnn(CC(=O)NC4CCCCC4C)c3c2c1 (stereo unspecified)	97	19	3	1.4	-4	4	-2.9	5	5
CN1CCN(C(=O)/C(=C/c2ccccc2)c2ccccc2)CC1	106	5	-8	-3.6	0	-7	-2.8	4	8
COc1ccc(NC(=O)CSc2ncnc3[nH]ncc23)cc1	89	23	11	0.1	0	-14	-3.1	0	-6
S=C(N/N=C/c1ccc(Br)cc1)N1CCCCC1	103	17	11	-2.7	-10	2	-3.8	7	-72
c1csc(-c2noc(COc3ccc4c(c3)CCCC4)n2)c1	104	-17	13	-2.5	2	-1	-2.0	-8	-1
CCC(C)[C@H](N)c1nnc(SCC(=O)Nc2ccc(C)cc2C)o1 (stereo partly specified)	97	1	2	-2.9	-3	1	-1.2	1	22
Cc1ncoc1C(=O)N1CCCC(CCC(=O)NCc2ccc(F)c(F)c2)C1 (stereo unspecified)	104	4	-4	-0.7	-7	-13	-3.1	4	-47
O=S(=O)(Nc1ccccc1)c1ccc2c(c1)CCO2	101	6	2	-2.8	-4	-13	-2.3	/	20
Cc1ccc(CSc2nnc(-c3ccncc3)n2CC2CCCO2)cc1 (stereo unspecified)	94	9	-2	-2.0	-18	-6	-1.5	1	15
COc1ccc(CN2CCC(N3CCC(C(=O)N4CCOCC4)CC3)CC2)c(F)c1	89	2	-6	2.0	14	5	1.8	1	50
O=C(Nc1ccc(F)cc1F)c1ccc2nc(N3CCOCC3)sc2c1	93	1	-8	-2.5	-25	-2	-2.9	2	46
Cc1cc(C)nc(SCC(=O)N2CCc3ccccc32)n1	101	-2	1	-1.1	-24	3	-2.3	-14	25
CC(=O)c1cccc(NC(=O)c2cc(-c3ccc(C)cc3)on2)c1	102	31	0	-4.2	-2	-7	-5.8	-1	17

This is a subset; the hit share may differ from the screen's.
